PLK1 PBD inh: blocks phosphopeptide binding to human PLK1 polo-box domain; 360,000 compounds, 2.8% hits; Potency, µM, inactives show max response, negative = inhibition, most hits filed as inhibitors; Plk1 PBD binding of FITC phosphopeptide, fluorescence polarization; P53350; AID 720504; note: potency is the fitted concentration of half-maximal effect; series mostly up to about 57 µM; % is set by controls: 0 for no effect and ±100 for the full control effect; nearly all actives have a fitted effect of over 65% in size
EPAC1 antag: EPAC1 (human) antagonism; O95398; EPAC1 GEF assay, Rap1b-BODIPY-GDP exchange fluorescence; Potency, µM (top dose mostly 115 µM), for inactives: top-dose activity change, negative = inhibition, most hits filed as inhibitors; 360,000 compounds, 0.14% hits; AID 720709;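 note: potency is the fitted concentration of half-maximal effect; plate controls were vehicle for no effect and positive control for full effect; nearly all actives have a fitted effect of over 50% in size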
EPAC1 agonist: agonists of human EPAC1; Potency, µM (doses to about 154 µM), for the others: at the top dose activation, usual class: activators; O95398; 360,000 compounds, 0.073% hits; EPAC1 agonist qHTS, biochemical assay; response scale: 100% = response to 6.5 mM cAMP; note: potency is the fitted concentration of half-maximal effect; nearly all actives have a fitted effect of over 60% in size
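Fluorescent GDP-exchange assay: 100 nM EPAC1 with 250 nM Rap1B preloaded with BODIPY-GDP and 50 uM GDP; compounds tested as concentration series, 5 min at room temperature, then read every 5 min for 30 min (ex 480/em 540 nm); normalized to 6.5 mM cAMP.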
IL2 activator: activates IL-2 in a cell-based reporter assay. IL-2 activation reporter assay, cell-based qHTS; stimulated with anti-CD3/CD4/CD28 beads; in transgenic mouse T cells. activation, % (series mostly up to about 46 µM). 360,000 compounds, 0.065% hits. AID 652025; in the data active = activation above about 50%; inconclusive = mostly about 30% to 49%; note: 0% is about no effect
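Unstimulated transgenic mouse T cells preincubated 60 min with compound, then stimulated with anti-CD3/anti-CD4-coated beads plus anti-CD28 for 18 h at 37 degrees C. IL-2 response read as EGFP and DsRed fluorescence by plate cytometry.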
PTHR1 agonist: PTHR1 (human) receptor agonism; HEK293 GP2 PTHR1 cells, GloSensor cAMP luminescence, 1 h; 410,000 compounds, 0.075% hits; Potency, µM (top dose mostly 115 µM), for the others: top-dose activation, most hits filed as activators; AID 743266; note: potency is the fitted concentration of half-maximal effect; nearly all actives have a fitted effect of over 55% in size; some results filed as inactive show a strong effect at the top dose; inactives centre near -15; many of its hits are not listed in these tables
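HEK-293-derived GP2 cells expressing PTHR1 and a GloSensor cAMP reporter, 3,000/well, plated overnight, given luciferin plus IBMX (each 0.5 mM as added) for 1 h at 37 °C, then compound for 1 h at 37 °C. Luminescence was read after 15 min at room temperature.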
GLP1R ag: agonists of human GLP-1 receptor; P43220; HEK293 GLP-1R CRE-luciferase, luminescence, 4-6 h; cells express a hypersensitive GLP-1R form; Potency, µM (top dose mostly 45.6 µM), for the others: at the top dose activation, usual class: activators; 380,000 compounds, 0.007% hits; note: potency is the fitted concentration of half-maximal effect; % of control where 0% means no effect
Target sequence (P43220 whole entry, looked up): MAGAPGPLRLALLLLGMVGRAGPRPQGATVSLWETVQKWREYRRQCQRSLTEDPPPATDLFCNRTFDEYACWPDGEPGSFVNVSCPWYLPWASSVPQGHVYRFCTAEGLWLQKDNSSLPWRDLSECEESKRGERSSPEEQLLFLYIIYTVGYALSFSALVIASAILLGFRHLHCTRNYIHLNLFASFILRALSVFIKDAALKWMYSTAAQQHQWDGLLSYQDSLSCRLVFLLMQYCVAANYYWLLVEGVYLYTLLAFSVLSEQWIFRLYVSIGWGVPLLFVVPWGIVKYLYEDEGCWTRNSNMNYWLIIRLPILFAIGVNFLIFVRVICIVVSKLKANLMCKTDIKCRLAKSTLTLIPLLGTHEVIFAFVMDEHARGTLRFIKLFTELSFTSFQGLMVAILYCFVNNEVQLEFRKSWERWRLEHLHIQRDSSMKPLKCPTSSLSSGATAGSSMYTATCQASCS
PI5P4K alpha inh: inhibitors of human PI5P4K alpha | P48426 | PI5P4Kalpha enzyme, ADP-Glo luminescence, 60 min; hits give low values | max response, % | 330,000 compounds, 1.2% hits; active = max response of -50% or lower; inconclusive = between -30% and -50%; inactive = -30% or higher; note: value at the top dose of about 77 µM; % is set by controls: 0 for no effect and ±100 for the full control effect
Target sequence (P48426 whole entry, looked up): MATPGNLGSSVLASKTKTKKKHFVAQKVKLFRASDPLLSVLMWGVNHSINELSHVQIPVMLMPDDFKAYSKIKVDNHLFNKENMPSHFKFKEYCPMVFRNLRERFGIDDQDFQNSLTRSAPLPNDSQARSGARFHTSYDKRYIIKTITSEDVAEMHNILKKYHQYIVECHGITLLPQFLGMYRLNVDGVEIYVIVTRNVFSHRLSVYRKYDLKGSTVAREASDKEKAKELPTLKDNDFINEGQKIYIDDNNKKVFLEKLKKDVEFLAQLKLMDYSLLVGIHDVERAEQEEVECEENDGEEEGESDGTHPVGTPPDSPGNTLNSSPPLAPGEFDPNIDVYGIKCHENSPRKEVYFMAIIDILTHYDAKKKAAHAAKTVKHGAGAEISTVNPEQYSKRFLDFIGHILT
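Reactions run in 0.038 M HEPES pH 7.4, 0.28 mM EGTA, 0.1% CHAPS and 5% DMSO, with PI5P4Kalpha, substrate, compound and 5 microM ATP final, one hour at room temperature. Readout is ADP-Glo luminescence.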
GLP1R inv ag: GLP-1 receptor (human) inverse agonism; 410,000 compounds, 1.6% hits; HEK293 GLP-1R CRE-luciferase, luminescence, 24 h; GLP-1R form is constitutively active; P43220; Potency, µM (highest dose often 38.3 µM), for the others: at the highest dose activity change, negative = inhibition, usual class: inhibitors; note: potency is the fitted concentration of half-maximal effect; % is set by controls: 0 for no effect and ±100 for the full control effect; nearly all actives have a fitted effect of over 55% in size
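Seeding at 200 cells/uL, 12 h culture, 24 hr compound treatment, then luciferase reagent and a luminescence read; cells are HEK293 stably expressing a constitutively active GLP-1R plus cAMP-responsive luciferase.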
GLP1R cytotox: cytotoxicity counter-screen for GLP-1 receptor inverse agonists. Potency, µM (doses to about 38.3 µM), for inactives: at the top dose activity change, negative = inhibition, hits mostly inhibitors. 410,000 compounds, 0.13% hits. HEK293 cAMP-luciferase reporter cells, luminescence, 24 h;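 note: loss of luciferase light is scored as toxicity; potency is the fitted concentration of half-maximal effect; % is set by controls: 0 for no effect and ±100 for the full control effect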
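Luminescence readout: signal drop marks cytotoxicity. Plated cells grew 12 h at 37 °C, 5% CO2, received 23 nL compound for 24 h, then got luciferase reagent, read after 12 min at RT.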
An asterisk follows results filed as active; i = inactive; ? = inconclusive; . = no result given; [ ] = remark or other dose. Unless noted, calls come from the whole dose curve; as a rule, active = well fitted curve in the direction sought with a large enough effect; inconclusive = small, poorly fitted or top-dose-only effect, or another doubt; inactive = no such curve, though single readings can be large; an effect the other way counts as inactive or inconclusive. The list is partial (hit frequency here may not be typical).

No.	SMILES	PLK1 PBD inh	EPAC1 antag	EPAC1 agonist	IL2 activator	PTHR1 agonist	GLP1R ag	PI5P4K alpha inh	GLP1R inv ag	GLP1R cytotox
1	CCOc1ccccc1NC(=O)CSc1nnc(CNC(=O)c2cc(OC)c(OC)c(OC)c2)o1	?	2%	2%	-0.9	-15%	-3%	-1	6%	-1%
2	CNC(=O)COC(=O)c1ccccc1C(=O)c1ccc(Cl)c([N+](=O)[O-])c1	-5%	2%	5%	-1.8	-36%[inhibitor]	7%	5	?	?
3	O=C(c1ccc(CS(=O)(=O)c2ccc(Br)cc2)o1)N1CCOCC1	-8%	-5%	-7%	-4.1	i	-3%	-3	29%	16%
4	C#CCOCCOCCOCCNc1nc(N2CCOCC2)nc(N2CCN(C(=O)[C@H](CCCCN)n3cc([C@@H](N)C(C)CC)nn3)CC2)n1 (stereo not given in full)	3%	9%	-9%	-0.2	-25%	-3%	5	6%	-10%
5	O=C(NCc1ccc(F)cc1)c1cccc(NC2=NC3CS(=O)(=O)CC3S2)c1 (stereo not given)	-8%	-9%	-7%	-2.2	-9%	-3%	1	-12%	-6%
6	CN(C)C1(CNC(=O)C2CCC(=O)N(Cc3ccc(Cl)cc3)C2)CCCCC1 (stereo not given)	-14%	-8%	2%	0.9	-23%	3%	-1	?	-17%
7	Cc1ccc(-c2nn(-c3ccccc3)cc2/C=C/C(=O)O)o1	-23%	?	-6%	0.1	-41%[inhibitor]	2%	1	19%	-1%
8	CCOC(=O)C(C)NC(=O)c1cn(-c2ccc(OC)cc2)c(=O)c2ccccc12 (stereo not given)	7%	8%	3%	-1.3	-6%	4%	-9	-13%	-2%
9	O=C(Cc1c(F)cccc1Cl)NCC1CCCO1 (stereo not given)	-3%	5%	6%	1.4	i	-1%	.	-2%	1%
10	CC1(C)CC(=O)C=C(Nc2ccccc2NC(=O)c2cnccn2)C1	2%	0%	5%	-0.2	-28%[57.5 µM]	-7%	-2	11%	-17%
11	Cc1ccc(OCC(=O)Nc2ccc3c(c2)CCC3)c([N+](=O)[O-])n1	2%	-10%	3%	-0.4	-37%[inhibitor]	4%	2	24%[7.66 µM]	-2%[7.66 µM]
12	O=C(c1csc2ccccc12)N1CCN(c2ccc(Cl)c(Cl)c2)CC1	-3%	-17%	0%	-0.9	-16%[57.5 µM]	-7%	1	0%	-8%

Reprinted at random: three records from the list
No.	SMILES	PLK1 PBD inh	EPAC1 antag	EPAC1 agonist	IL2 activator	PTHR1 agonist	GLP1R ag	PI5P4K alpha inh	GLP1R inv ag	GLP1R cytotox
6	CN(C)C1(CNC(=O)C2CCC(=O)N(Cc3ccc(Cl)cc3)C2)CCCCC1 (stereo not given)	-14%	-8%	2%	0.9	-23%	3%	-1	?	-17%
4	C#CCOCCOCCOCCNc1nc(N2CCOCC2)nc(N2CCN(C(=O)[C@H](CCCCN)n3cc([C@@H](N)C(C)CC)nn3)CC2)n1 (stereo not given in full)	3%	9%	-9%	-0.2	-25%	-3%	5	6%	-10%
7	Cc1ccc(-c2nn(-c3ccccc3)cc2/C=C/C(=O)O)o1	-23%	?	-6%	0.1	-41%[inhibitor]	2%	1	19%	-1%

Carrying on:
No.	SMILES	PLK1 PBD inh	EPAC1 antag	EPAC1 agonist	IL2 activator	PTHR1 agonist	GLP1R ag	PI5P4K alpha inh	GLP1R inv ag	GLP1R cytotox
13	O=C(Nc1cccc2ccccc12)/C(Cl)=C/c1ccccc1	-2%	-1%	10%	-2.0	-93%[inhibitor]	-3%	0	-21%	-15%
14	CCCOc1ccc(C(F)(F)F)cc1NC(=O)CN1C(=O)C(=O)N(CC)C1=O	-2%	10%	1%	-1.8	i	5%	-11	11%	-10%
15	O=c1[nH]cnc2sc3c(c12)CCCC3	1%	0%	0%	-0.3	-2%[57.5 µM]	6%	.	4%	-1%
16	CCCC[C@@H]1CN=C(N)N1CCc1cc(C(F)(F)F)cc(C(F)(F)F)c1	-7%	-28%	-8%	-0.7	i	-4%	14	?	?
17	CC(NC(=O)Cc1cccs1)C(c1cccs1)N1CCOCC1 (stereo not given)	-7%	-12%	3%	0.3	i	-5%	-13	12%	-7%
18	COc1ccc(-n2nc(C(=O)NCC(=O)NC(C)C)c3ccccc3c2=O)cc1	-1%	-6%	-5%	-0.1	-7%	4%	1	5%	5%
19	CCc1nnc(NC(=O)Cc2ccc(OC)c(OC)c2)s1	-5%	4%	10%	0.8	-5%	9%	3	16%	5%
20	O=S(=O)(NCCc1cn2ccccc2n1)c1ccc2c(c1)OCCO2	-4%	5%	-3%	-2.4	-8%	9%	1	8%	-7%
21	COc1ccc(N2C(=S)N=C(Nc3ccccc3)C23CCCCC3)cc1	6%	-12%	2%	0.1	i	-6%	0	8%	4%
22	O=C(NCCc1cn2ccccc2n1)c1cc(COc2c(F)cccc2F)on1	-11%	-6%	-3%	0.0	-30%[inhibitor]	8%	-2	?	8%[7.66 µM]
23	Cc1cc(OCCCCOc2ccc(C#N)cc2)ccc1[N+](=O)[O-]	-4%	-3%	5%	-3.7	-10%	-6%	22	4%	5%
24	Cc1ccccc1/C=C(\C#N)c1nc(-c2ccc(Cl)cc2)cs1	.	.	.	.	i	1%	.	9%	2%
25	O=[N+]([O-])c1ccc(-c2cccnc2)cc1	-16%	1%	9%	-0.3	-13%	26%	0	35%[activator]	-1%
26	C/C(CCc1ccccc1)=N/NC(=O)C(=O)NC(C)c1ccccc1 (stereo not given)	-1%	-4%	-1%	0.0	i	1%	9	12%	12%
27	CCOc1ccc(C(CC(=O)O)NC(=O)Cc2ccccc2)cc1OC (stereo not given)	-4%	?	-1%	-1.7	24%	-1%	2	5%	4%
28	CCCCN(C=O)c1c(CC)nc2ccc(C(=O)NCCc3c[nH]c4ccccc34)cn12	4%	-9%	1%	-0.5	-23%	8%	-4	2%	-10%
29	C#CCOCCOCCOCCNc1nc(N2CCN(C(=O)[C@H](CCC(=O)O)n3cc([C@@H](N)[C@H](C)CC)nn3)CC2)nc(N2CCN(C(=O)[C@H](CCC(=O)O)n3cc([C@@H](N)CC(N)=O)nn3)CC2)n1	2%	-1%	2%	0.9	-4%	-2%	-3	12%	-6%
30	COC(=O)c1ccc2[nH]cc(CCO)c2c1	-17%	-8%	-9%	-0.9	4%	8%	4	17%	6%
31	Cc1cc(NC(=O)c2ccc(C)c(C)c2)no1	1%	-7%	-2%	0.6	-7%	-1%	7	-2%	-8%
32	CC(C)(C)c1[nH]ncc1[N+](=O)[O-]	-1%	17%	1%	-0.3	i	9%	2	-7%	0%
33	NNC(=O)[C@H](Cc1ccccc1)NC(=O)NCCc1ccccc1	-2%	-19%	6%	1.1	i	8%	3	-5%	3%
34	COc1cccc(OCC(=O)Nc2c3c(nn2-c2ccccc2)CS(=O)(=O)C3)c1	-12%	7%	-6%	-3.8	3%	0%	-6	5%	2%
35	CCN(CC(=O)NCc1ccc(F)cc1)C(=O)CN1CCN(c2cc(Cl)ccc2C)CC1	-3%	-18%	-11%	-0.2	-3%	7%	19	?	-2%
36	CCOC(=S)SCc1cn2cccc(C)c2n1	-28%	-2%	5%	2.6	-27%	-4%	-1	?	-20%

An excerpt of these results, with each value named:
29: C#CCOCCOCCOCCNc1nc(N2CCN(C(=O)[C@H](CCC(=O)O)n3cc([C@@H](N)[C@H](C)CC)nn3)CC2)nc(N2CCN(C(=O)[C@H](CCC(=O)O)n3cc([C@@H](N)CC(N)=O)nn3)CC2)n1
  PLK1 PBD inh: 2%
  EPAC1 antag: -1%
  EPAC1 agonist: 2%
  IL2 activator: 0.9
  PTHR1 agonist: -4%
  GLP1R ag: -2%
  PI5P4K alpha inh: -3
  GLP1R inv ag: 12%
  GLP1R cytotox: -6%

30: COC(=O)c1ccc2[nH]cc(CCO)c2c1
  PLK1 PBD inh: -17%
  EPAC1 antag: -8%
  EPAC1 agonist: -9%
  IL2 activator: -0.9
  PTHR1 agonist: 4%
  GLP1R ag: 8%
  PI5P4K alpha inh: 4
  GLP1R inv ag: 17%
  GLP1R cytotox: 6%

(further entries)
No.	SMILES	PLK1 PBD inh	EPAC1 antag	EPAC1 agonist	IL2 activator	PTHR1 agonist	GLP1R ag	PI5P4K alpha inh	GLP1R inv ag	GLP1R cytotox
37	Cc1cccc(-c2cc(C(=O)Nc3ccc4c(c3)OCCO4)c3ccccc3n2)c1	2%	-2%	3%	-0.2	i	-21%	-1	?	-24%
38	COCCCn1c(=O)c2ccccc2n(CC(=O)N2CCCc3ccccc32)c1=O	-2%	-11%	0%	0.0	i	7%	-23	13%	-1%
39	COCc1cc(=O)[nH]c(/N=C(\N)Nc2ccc(Cl)c(Cl)c2)n1	3%	5%	1%	0.1	i	6%	1	13%	5%
40	Cc1ccc(S(=O)(=O)Nc2cc3c4c(c2)C(C)C(=O)N4CCC3)cc1 (stereo not given)	-19%	?	-1%	-2.4	-7%	11%	-1	30%[activator]	-2%
41	CCN(CC)C(=O)C(=O)N/N=C/c1cccs1	2%	-1%	-3%	-0.3	i	2%	-6	-10%	13%
42	COc1ccc(CCNCCC(c2ccccc2)c2ccccc2)cc1OC	-3%	17%	4%	-2.9	-2%	14%	0	?	-5%
43	Cc1ccc(C)n1CCN1CCN(C(=O)c2ccc(Cl)cc2)CC1	-15%	18%	8%	-0.1	-11%	13%	0	40%[activator]	-7%
44	COC(=O)CNC(=O)c1ccccc1F	-13%	-9%	12%	-1.4	?	3%	.	25%	9%
45	CCC(=O)c1cn(CC(=O)Nc2cccc(C)c2)c2ccccc12	-7%	-22%	7%	-0.4	-35%[inhibitor]	7%	-2	-10%	16%
46	CCOc1ccc(Cc2c(C)[nH]c3ccc(C(=O)O)cc3c2=S)cc1	-23%	-8%	3%	-0.7	i	-11%	-18	0%	-5%
47	O=C1Nc2ccc([N+](=O)[O-])cc2C1=Nc1cccc(CO)c1	-23%	?	6%	0.1	5%	5%	-24	7%	5%
48	Cc1cc(C)n2c(Nc3ccc4c(c3)OCCO4)c(-c3ccc(F)cc3)nc2n1	-6%	-17%	10%	-0.9	i	-1%	5	-12%	-13%

Screening results as filed in PubChem.
